# KDM5B inh = KDM5B demethylase inhibition; KDM5B demethylase, FDH-coupled NADH fluorescence (FDH is formaldehyde dehydrogenase); Potency, µM (series often up to 57.7 µM), without a hit: top-dose activity change, negative = inhibition, usual class: inhibitors; 2.6% of 220,000 active; active = well fitted inhibition curve with a large enough effect; inconclusive = small, poorly fitted or top-dose-only effect; inactive = no such curve, though single readings can be large or run the other way; note: 0% is about no effect; nearly all actives have a fitted effect of over 70% in size
# Target sequence (Q9UGL1 whole entry, looked up): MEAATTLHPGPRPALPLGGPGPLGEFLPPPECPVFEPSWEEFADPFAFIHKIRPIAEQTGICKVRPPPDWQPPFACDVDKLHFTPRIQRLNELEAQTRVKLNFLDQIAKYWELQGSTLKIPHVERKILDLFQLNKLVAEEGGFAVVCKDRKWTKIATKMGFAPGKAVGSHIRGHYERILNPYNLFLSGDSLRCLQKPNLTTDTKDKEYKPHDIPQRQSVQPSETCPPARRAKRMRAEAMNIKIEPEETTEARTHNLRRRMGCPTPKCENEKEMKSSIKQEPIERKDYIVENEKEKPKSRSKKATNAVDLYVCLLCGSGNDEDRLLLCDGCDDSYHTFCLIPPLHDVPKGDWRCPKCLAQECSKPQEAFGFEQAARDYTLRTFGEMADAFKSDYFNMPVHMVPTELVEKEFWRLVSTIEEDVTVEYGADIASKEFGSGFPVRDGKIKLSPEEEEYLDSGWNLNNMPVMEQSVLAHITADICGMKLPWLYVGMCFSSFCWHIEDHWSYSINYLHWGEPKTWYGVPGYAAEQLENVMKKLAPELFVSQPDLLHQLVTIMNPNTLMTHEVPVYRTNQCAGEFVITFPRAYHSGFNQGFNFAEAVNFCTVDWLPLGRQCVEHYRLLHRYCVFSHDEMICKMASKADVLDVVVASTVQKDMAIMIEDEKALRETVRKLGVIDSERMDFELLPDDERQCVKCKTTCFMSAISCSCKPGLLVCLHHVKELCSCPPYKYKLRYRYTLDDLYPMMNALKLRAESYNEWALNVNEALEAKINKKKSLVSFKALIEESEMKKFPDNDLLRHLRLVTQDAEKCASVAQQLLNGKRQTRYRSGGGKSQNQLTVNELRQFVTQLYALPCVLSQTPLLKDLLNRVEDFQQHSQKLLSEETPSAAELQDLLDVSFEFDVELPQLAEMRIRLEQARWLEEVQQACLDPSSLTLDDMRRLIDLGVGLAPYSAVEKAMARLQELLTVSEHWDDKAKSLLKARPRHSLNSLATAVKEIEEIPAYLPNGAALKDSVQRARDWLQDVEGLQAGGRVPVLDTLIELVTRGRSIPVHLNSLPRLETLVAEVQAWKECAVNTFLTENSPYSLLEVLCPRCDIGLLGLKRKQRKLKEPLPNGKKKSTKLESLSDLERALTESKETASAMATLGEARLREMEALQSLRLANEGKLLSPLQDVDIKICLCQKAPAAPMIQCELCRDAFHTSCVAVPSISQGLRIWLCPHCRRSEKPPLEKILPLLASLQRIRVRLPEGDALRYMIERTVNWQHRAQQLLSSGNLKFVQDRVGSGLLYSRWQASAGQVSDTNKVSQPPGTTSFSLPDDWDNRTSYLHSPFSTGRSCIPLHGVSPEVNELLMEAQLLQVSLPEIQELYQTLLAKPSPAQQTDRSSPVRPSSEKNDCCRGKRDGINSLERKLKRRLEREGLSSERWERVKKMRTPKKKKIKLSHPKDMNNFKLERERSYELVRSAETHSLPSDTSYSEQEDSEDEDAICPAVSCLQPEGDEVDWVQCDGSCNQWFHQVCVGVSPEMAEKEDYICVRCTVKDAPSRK
#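 Measured: NADH fluorescence change, 30 min, RT. System: KDM5BΔAP 200 nM final, H3K4me3 peptide, α-KG, Fe(II), ascorbate, NAD⁺ plus FDH, pH 7.5 HEPES. Compounds: titrated, 10 min pre-incubation with enzyme.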
# The depositor's hits bear a star; i = inactive; ? = inconclusive; & = joins results of further samples; [ ] = dose if it differs, or a comment. Potency is the fitted concentration of half-maximal effect. These rows are one share of the data. The share of hits here may be higher or lower than overall.
SMILES,KDM5B inh
O=C(CC1SCCNC1=O)Nc1cccc([N+](=O)[O-])c1 (stereo not drawn),31%
Cc1ccc2c(n1)N(C)[C@H](CO)CCN(Cc1cccnc1)C2,-19%[86.2 µM]
CN1CCN(c2cnn(CCC(N)=O)c(=O)c2)CC1,-10%
Cc1cc(C)nc(SCCN2CCCCC2)n1,?
CCn1cc(S(=O)(=O)N2CCN(c3ccccc3)CC2)cn1,8%
CNc1ncc(C(=O)N2CCCC(CCc3ccc(F)cc3)C2)cn1 (stereo not drawn),20µM*
CCOc1ccc(OCC(=O)OCC(=O)N2CCN(S(=O)(=O)c3ccc(C)cc3C)CC2)cc1,24%
CCNC(=O)N(C1CC1)C1CCOC2(CCN(C(=O)c3ocnc3C)CC2)C1 (stereo not drawn),8%
COc1ccccc1N1CCN(C(=O)[C@H]2O[C@H](CCN3CCN(c4ccccc4)CC3)CC[C@@H]2O)CC1,-26%
CC(OC(=O)c1ccc(-n2cnnn2)cc1)C(=O)N1CCCc2ccccc21 (stereo not drawn),-1%
Cc1cc(=O)n2c3ccccc3n(CC(O)CNc3ccc(F)cc3)c2c1C#N (stereo not drawn),8%
COc1cc([C@@H]2c3cc4c(cc3[C@H](O)[C@@H](CO)[C@@H]2C(=O)N2CCCCC2)OCO4)cc(OC)c1OC,-16%
COc1ccc(-c2cc(C(=O)N3CCN(CC(=O)N4CCOCC4)CC3)c3ccccc3n2)cc1,i
COCCN1C(=O)[C@H]2CN(Cc3ccc(C)cc3C)C[C@H]2C1=O,1%
Nc1nc(NC(=O)c2ccccc2Cl)nn1-c1ccccc1,17%

# Shown with the structure last: entries from further up
KDM5B inh	compound
-10%	CN1CCN(c2cnn(CCC(N)=O)c(=O)c2)CC1
?	Cc1cc(C)nc(SCCN2CCCCC2)n1
8%	CCn1cc(S(=O)(=O)N2CCN(c3ccccc3)CC2)cn1

# Five of these compounds, reformatted.
mol | KDM5B inh
CNc1ncc(C(=O)N2CCCC(CCc3ccc(F)cc3)C2)cn1 (stereo not drawn) | 20µM*
CCOc1ccc(OCC(=O)OCC(=O)N2CCN(S(=O)(=O)c3ccc(C)cc3C)CC2)cc1 | 24%
CCNC(=O)N(C1CC1)C1CCOC2(CCN(C(=O)c3ocnc3C)CC2)C1 (stereo not drawn) | 8%
COc1ccccc1N1CCN(C(=O)[C@H]2O[C@H](CCN3CCN(c4ccccc4)CC3)CC[C@@H]2O)CC1 | -26%
CC(OC(=O)c1ccc(-n2cnnn2)cc1)C(=O)N1CCCc2ccccc21 (stereo not drawn) | -1%

# Continuation:
SMILES,KDM5B inh
Cc1ccc(-n2nc(N3CCCN(S(=O)(=O)c4cccc5nsnc45)CC3)ccc2=O)cc1,15%
Cc1noc(-c2cccc(OC3CN(S(=O)(=O)c4cn(C)cn4)C3)c2)n1,-13%
CCc1nc2c(NC(=O)c3ccc(F)c(Cl)c3)cccn2n1,25µM*
C=CCn1c(NCc2ccc(C)cc2)nc2c1c(=O)[nH]c(=O)n2C,-3%
COc1cc(CN(C(=O)c2ccc3c(c2)NC(=O)C(C)S3)C2CC2)ccc1OC(F)F (stereo not drawn),2%
O=C(NCC1CCCO1)c1ccnc(-c2nnc3ccc(Nc4ccccc4)nn23)c1 (stereo not drawn),12%[86.2 µM]
O=S(=O)(NC1CCSc2ccccc21)c1cccs1 (stereo not drawn),-6%
O=C(CN1CCCC1)N1CC[C@@H](c2ccc3ccccc3c2)[C@H](O)C1,-6%
NC(=O)[C@H](Cc1cccs1)NC(=O)C1=C[C@@H](NC(=O)c2cccnc2)[C@@H](O)[C@H](O)C1,-25%[86.2 µM]
CC(=O)Nc1ccccc1-c1nc2ccccc2n(C(C)C(=O)Nc2cccc(C)c2C)c1=O (stereo not drawn),?
CCOC(=O)C(C)Sc1nnc2cc(C)c3ccccc3n12 (stereo not drawn),-12%
COc1ccccc1CCn1cnc(-c2ccccc2)c1-c1cn(C)nc1C,-5%
CCCn1nc(C(=O)Nc2ccc(Br)cc2F)c2ccccc2c1=O,2%
COc1ccc(CNC(=O)c2cc3c(=O)n4cccc(C)c4nc3s2)cc1,?
CCc1ccc(-c2nc(CS(=O)CC(=O)NCc3ccc(F)cc3)c(C)o2)cc1 (stereo not drawn),?
CC(C)c1ccc(-c2nnc3n(CCc4ccccc4)c(=O)c4ccccc4n23)cc1,?
Cc1cc(C(=O)N2CCCCC2c2noc(COc3ccc(F)cc3)n2)n[nH]1 (stereo not drawn),12%
Cc1ccc(C(=O)OCC(=O)N(C)c2ccccc2)cc1F,-10%
CSc1ccccc1NC(=O)C(Sc1ccccc1)c1ccccc1 (stereo not drawn),4%
Cc1ccc(NC(=O)c2n[nH]c(=O)c3ccccc23)c(O)c1,11%
CN1CCN(Cc2nc(C3(O)CCN(CC4CCCCC4)CC3)cs2)CC1,-3%[86.2 µM]
CCOc1ccccc1NC(=O)CCc1ccc(-c2ccccc2)o1,-25%
Oc1c(Cl)cccc1C=Nc1cc(C(F)(F)F)ccc1Oc1ccc(Cl)cc1,-11%
COc1ccc(C(=O)NCCn2cccc2-c2nc(-c3ccc4c(c3)OCO4)no2)cc1,?
COCCCn1c(O)c(/C=C2\N=C(C#N)C(=Nc3ccc(C)cc3)O2)sc1=S,-7%
COc1ccc(OC)c(NC(=O)/C=C/c2nc3ccccc3o2)c1,10%
CCOCc1nnc(NC(=O)C(CC)c2ccccc2)s1 (stereo not drawn),13%
O=C1Nc2ccc(-c3ccc(Cl)cc3)cc2C(=O)N2CC[C@H](NS(=O)(=O)c3cccs3)C[C@@H]12,-23%
O=C(Cn1nc(C(=O)O)c2ccccc2c1=O)NCc1cccc(Cl)c1,19%
O=C(NCCOc1ccccc1)[C@@H]1C[C@@H](c2ccc(F)cc2)N([S+](=O)([O-])c2ccccc2)C1,6%

# Pulled by structure from the list above, 2 records:
SMILES,KDM5B inh
COc1cc([C@@H]2c3cc4c(cc3[C@H](O)[C@@H](CO)[C@@H]2C(=O)N2CCCCC2)OCO4)cc(OC)c1OC,-16%
COc1ccccc1CCn1cnc(-c2ccccc2)c1-c1cn(C)nc1C,-5%

# New compounds follow:
SMILES,KDM5B inh
O=C(Nc1ccc(F)cc1F)N1CCOC[C@H](Oc2ccc(C(F)(F)F)cn2)C1,17%[86.2 µM]
O=C(NCCC1CCN(C(=O)Nc2cc(F)cc(F)c2)CC1)c1ccccc1,21%
O=C(CC1CCOCC1)N1CCN(c2ncccn2)CC1,?
CCc1noc([C@@H]2CC(F)(F)CN2C(=O)c2ccc(F)cn2)n1,-7%
CCc1cccc(C)c1NC(=O)Cn1c(=O)n(-c2ccc(C)cc2)c(=O)c2c1cnn2C,-6%
COC(=O)c1nc(NC(=O)CC[C@H]2NC(=O)c3ccccc3NC2=O)sc1C,-13%
COc1ccc(OC)c(CNC(=O)[C@H]2CCC[C@H]2NC(=O)c2ccncc2)c1,-3%
Cc1cc(N=Nc2ccc(Cl)cc2)cc(CN2CCOCC2)c1O,-5%
COc1cc(C=O)cc(Cl)c1OCc1cccc(F)c1,-2%
COc1ccc(C(=O)N2CCC(c3n[nH]c(=O)n3-c3ccc(C)cc3)CC2)cn1,23%
COCC(=O)NCC1(COc2cccnc2)C[C@@H](O)[C@@H](O)C1 (stereo partly drawn),5%[86.2 µM]
COc1cc(OC)cc(C(NC(=O)NOCc2ccccc2)c2nccn2C)c1 (stereo not drawn),4%
COc1ccc(C)cc1NC(=O)c1cc(S(=O)(=O)N2CCCCC2)c[nH]1,6%
COc1cc(OC)cc(-c2nc(-c3nnn4c3COC(c3ccc(Cl)cc3)C4)no2)c1 (stereo not drawn),-16%
COc1ccc(NC(=O)CN2C(=O)COc3ccc(S(=O)(=O)Nc4ccccc4)cc32)cc1OC,-10%
CCC1CCCCN1C(=O)Cn1c(=O)n(Cc2ccc3c(c2)OCO3)c(=O)c2sccc21 (stereo not drawn),4%
COc1ccc(-c2noc(CN(C(=O)C(C)Oc3ccc(C)cc3)C(C)C)n2)cc1 (stereo not drawn),-6%
CCCC(=O)N1CCC(C(=O)Nc2cc(C)ccn2)CC1,-3%
Cc1cccc(S(=O)(=O)NC2CCCCCCC2)c1,17%
Cc1c(O)cccc1C(=O)N1CCC2(CC1)CN(C)CCN2C,30%[activator]
C[C@@H]1CN(Cc2cc(C(N)=O)oc2C(C)(C)C)CC[C@@]1(O)C1CCC1,-21%
Cc1cccc(-n2cnc3c(sc4nc(N5CCOCC5)c5c(c43)CCCC5)c2=O)c1,?
O=C(Nc1ccccc1C(F)(F)F)c1ccccc1Cl,17%
FC(F)(F)c1cccc(Oc2ncnc3scc(-c4ccccc4)c23)c1,16%
COc1cc(C)ccc1OCCOc1ccc(Br)cc1,2%
COc1ccc2[nH]c3c(c2c1)CCN(C)C31CCN(C(=O)c2cc(C)[nH]n2)CC1,?
Cc1c(O)cccc1C(=O)N1CCCN(Cc2ccc(F)cc2)C(C(C)C)C1 (stereo not drawn),-20%
CN(Cc1ccc(-c2ccccc2)cc1)Cc1nccs1,8%[86.2 µM]
COc1ccc(-c2nc3cc(NC(=O)c4ccc(OC)c(OC)c4)ccc3o2)cc1,21%
Cc1ccc(CN2CC[C@@H]3[C@H]2C(=O)NC[C@H](CCC(=O)N2CCN(C)CC2)N3C)cc1,4%[86.2 µM]
c1ccc(-c2nc(-c3ccc(-c4ccon4)s3)no2)cc1,-1%
CS(=O)(=O)N1CCc2ccc(C(=O)Nc3ccc(F)cc3)cc21,-8%
CSc1cccc(NC(=O)Cc2cccc(F)c2)c1,3%
COc1cc2c(cc1CN1CCN(c3ccc(C#N)cc3)C(=O)C1)CCC2,32µM*
COCCn1ncc(N2CCC(C(=O)NCc3cccc(C(F)(F)F)c3)C2)cc1=O (stereo not drawn),-2%
CC(C)c1ccc(/C=C(\C#N)C(=O)NC2CCCCC2)cc1,10%
Cc1ccc(CNc2nc3ccc(Cl)cc3n3cnnc23)cc1,-6%
COCc1nc(C2CC(N)C2)cc(N2CCC(NS(C)(=O)=O)CC2)n1 (stereo not drawn),4%
CCOc1cc(C2NC(=O)NC(C)=C2C(=O)OCC(F)(F)F)ccc1O (stereo not drawn),16%
O=S1(=O)CCN2C(c3cc(Cl)ccc3Cl)=CSC2=N1,27%
CCc1ccc2oc(=O)cc(CN3CCOCC3)c2c1,12%
Cc1cccc(NC(=O)CSc2nc3nccnc3c(=O)n2CCc2ccccc2)c1,-11%
CCCCNC(=O)c1ccc2c(c1)ncn2-c1cc(OC)ccc1OC,-8%
Cc1ccccc1[C@H]1C[C@@H](O)[C@@H](O)[C@@H]1NCC(C)(C)O,59%[activator][115 µM]
CCOC(=O)c1ccc(N=C2SC(C(=O)NC)CC(=O)N2CCc2ccccc2)cc1 (stereo not drawn),19%

# As entered above:
# Under KDM5B inh, CSc1cccc(NC(=O)Cc2cccc(F)c2)c1 has 3%
# Under KDM5B inh, Oc1c(Cl)cccc1C=Nc1cc(C(F)(F)F)ccc1Oc1ccc(Cl)cc1 has -11%
# Under KDM5B inh, CCc1cccc(C)c1NC(=O)Cn1c(=O)n(-c2ccc(C)cc2)c(=O)c2c1cnn2C has -6%
# Under KDM5B inh, O=C(NCC1CCCO1)c1ccnc(-c2nnc3ccc(Nc4ccccc4)nn23)c1 (stereo not drawn) has 12%[86.2 µM]
# Under KDM5B inh, Cc1cccc(S(=O)(=O)NC2CCCCCCC2)c1 has 17%
# Under KDM5B inh, FC(F)(F)c1cccc(Oc2ncnc3scc(-c4ccccc4)c23)c1 has 16%

# Carrying on:
SMILES,KDM5B inh
COC[C@@H]1CN(C(=O)c2nccc3ccccc23)C[C@H]1c1nc(C)no1,8%
COc1ccccc1CCN1CNc2c(c(=O)[nH]c(=O)n2-c2ccc(Cl)cc2)C1,16%
Cc1cnn(CCC(=O)N2C[C@@H](CO)[C@H](c3ccncc3)C2)c1,28%
COC(=O)[C@H](C(C)C)N(CCc1cn(Cc2ccccc2)nn1)S(=O)(=O)c1ccccc1Br,10%
CCn1nc(C(=O)NC(C)(C)C)c2ccccc2c1=O,12%
Cc1noc(C)c1S(=O)(=O)N1CCC(c2noc(-c3ccccn3)n2)C1 (stereo not drawn),-11%
CCOc1ccc(CCNC(=O)Cn2ccn3nc(-c4ccccc4)c(CO)c3c2=O)cc1OCC,?
CCOC(=O)C1CCCN(c2c(C(=O)c3ccc(C)cc3)cnc3ccc(OCC)cc23)C1 (stereo not drawn),?
COc1ccc(C2CC(=O)Nc3c2c(=O)[nH]c2nc4ccccc4n32)cc1OC (stereo not drawn),4%&-17%
COc1ccc(Cl)cc1C(=O)Nc1cccc(-c2nnc3n2CCCC3)c1,-10%
COc1ccc(CNC(=O)Cn2c(=O)nc(-c3ccccc3F)c3cc(Cl)ccc32)cc1,-11%
O=C1COc2ccc(-c3ccccc3F)nc2CN1Cc1ccccc1,-11%[86.2 µM]
CN(C)c1nc(-c2ccncc2)nc2c1CCN(C(=O)c1cc(=O)[nH][nH]1)C2,-12%
Cn1c(=O)c2c(nc(SCC(N)=O)n2Cc2ccccc2)n(C)c1=O,-18%
Cc1ccc(OCC(=O)N(Cc2ccc(Cl)cc2)Cc2ccco2)cc1C,?
Clc1cccc(Cl)c1-c1noc(-c2ccno2)n1,17%
O=C(NC(Nc1ccc(Br)cc1)C(=O)c1ccccc1)c1ccccc1 (stereo not drawn),20%
Cc1[nH]c2ccc(F)cc2c1CCNC(=O)c1cc2cc(Cl)ccc2oc1=O,9%
CCCCCCCCCCCCOC(=O)C[N+](C)(C)C,-10%&14%
CCc1c(C)sc2c1CCN(Cc1cccc(F)c1)C2c1ccccc1 (stereo not drawn),?
Cc1ccc(Br)cc1S(=O)(=O)Nc1ccc2cn[nH]c2c1,-10%
COc1ccc(N2CCCC2)c(NC(=O)c2ccc(Br)o2)c1,?
COc1ccc(C(=O)N2CCc3nc(C(C)C)nc(-c4ccc(OC)cc4)c3CC2)cc1,-29%
CCC1c2nccn2CCCN1C(=O)CCc1ccc(OC)c(OC)c1 (stereo not drawn),30%
N#Cc1c(/N=C/c2c(Cl)cccc2Cl)sc2c1CCCC2,20%
